From PubChem
PglD DTNB = C. jejuni PglD acetyltransferase inhibitors, primary screen, biochemical, DTNB colorimetric, single point; purified PglD enzyme, DTNB colorimetric CoA detection; actives 0.098% (n = 360,000); inhibition, % at 12.5 µM; in the data active = inhibition above about 16%, passing the limit was not always enough; inconclusive = no clear call, values can overlap the other calls; also: strong numbers were not always called active
RAD54 branch = inhibitors of human RAD54 branch migration, primary screen, biochemical, fluorescence, single point. DNA repair and recombination protein RAD54-like (Homo sapiens), Q92698. actives 0.14% (n = 360,000). inhibition, % at 10.4 µM. RAD54 Holliday junction branch migration, FAM/BHQ fluorescence. AID 602329, 2012;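 active = mean normalized replicate activity at least 40 and at least half of replicates scoring 40 or more; inconclusive = only one of the two criteria met; inactive = mean below 40 and under half of replicates reaching 40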;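 also: 0% = median of neutral control wells and 100% = median of positive control wells; inhibitors cause a drop in the FAM fluorescence signal; in these data hits start at about 50%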
ERAP1 HTS inh = human ERAP1 aminopeptidase inhibitors, primary screen, biochemical, single point, plate reader; recombinant ERAP1, Leu-AMC fluorescence, 60 min; inhibition, % at 10.7 µM; AID 652197, 2013; Endoplasmic reticulum aminopeptidase 1 (Homo sapiens), Q9NZ08; actives 0.15% (n = 340,000);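 active = mean replicate inhibition of at least 30%, or all replicates individually reaching that 30% level; inactive = mean below 30% and not every replicate reaching it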;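 also: 0% = neutral control wells and 100% = L-leucinethiol positive control wells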
Target sequence (Q9NZ08 whole entry, looked up): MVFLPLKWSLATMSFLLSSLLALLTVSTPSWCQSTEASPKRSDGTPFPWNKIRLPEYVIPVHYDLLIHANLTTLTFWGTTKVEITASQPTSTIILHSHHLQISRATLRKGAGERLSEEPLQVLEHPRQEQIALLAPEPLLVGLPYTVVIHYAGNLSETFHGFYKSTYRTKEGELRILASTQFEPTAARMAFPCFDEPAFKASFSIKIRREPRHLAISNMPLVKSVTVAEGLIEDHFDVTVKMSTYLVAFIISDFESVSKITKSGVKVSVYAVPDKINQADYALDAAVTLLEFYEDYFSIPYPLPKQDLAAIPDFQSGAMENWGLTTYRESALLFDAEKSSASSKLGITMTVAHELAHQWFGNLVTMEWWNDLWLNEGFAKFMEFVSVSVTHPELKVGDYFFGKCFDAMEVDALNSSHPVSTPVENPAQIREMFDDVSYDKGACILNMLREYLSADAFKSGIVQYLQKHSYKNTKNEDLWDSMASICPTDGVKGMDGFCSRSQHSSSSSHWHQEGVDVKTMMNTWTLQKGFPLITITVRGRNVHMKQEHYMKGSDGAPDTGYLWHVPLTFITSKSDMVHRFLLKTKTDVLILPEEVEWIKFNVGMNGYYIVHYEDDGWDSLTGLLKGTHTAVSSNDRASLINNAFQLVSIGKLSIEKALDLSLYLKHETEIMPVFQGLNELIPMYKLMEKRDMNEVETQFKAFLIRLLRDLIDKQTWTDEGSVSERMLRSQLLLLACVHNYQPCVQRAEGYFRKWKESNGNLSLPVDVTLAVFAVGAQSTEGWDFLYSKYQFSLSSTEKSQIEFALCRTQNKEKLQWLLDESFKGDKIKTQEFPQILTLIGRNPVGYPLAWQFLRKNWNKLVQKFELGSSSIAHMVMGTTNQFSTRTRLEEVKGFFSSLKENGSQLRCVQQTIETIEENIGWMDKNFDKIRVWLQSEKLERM
E-selectin induc = E-selectin induction in HUVECs, primary screen, imaging, HUVEC, immunofluorescence imaging, single point. P16581. normalized: neutral wells 0, TNF-alpha wells 100. activation, % at 7.58 µM. actives 0.37% (n = 260,000);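 active = mean E-selectin-positive cell signal at least 10% of the positive control, reached in at least 60% of replicates, without over 20% cell loss; inconclusive = no rule given, readout overlaps actives, possibly toxicity-flagged; inactive = the rest, including those meeting only one limit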;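 also: in these data hits start at about 27%; measured in HUVEC primary endothelial cells; signal is the percent of cells scored E-selectin positive by PE staining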
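Test system: HUVEC | Signal: Immunofluorescence imaging | Read-out: Percent E-selectin-positive cells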
miR122 inh = miR-122 Renilla sensor signal increase in Huh7, primary screen, miR-122 inhibitor project, cell-based, single point, plate reader; Huh7 miR-122 Renilla luciferase sensor, 48 h; neutral wells = 0, positive control = 100; activation (reporter increase), % at 12.5 µM; actives 0.3% (n = 340,000);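 active = mean replicate activation score at least 90 and every replicate individually at or above 90; inconclusive = only one of the two criteria met; inactive = neither criterion met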;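 also: higher luciferase means less miR-122 activity so hits act as miR-122 inhibitors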
RAD52 anneal inh = RAD52 DNA annealing inhibitors, primary screen, biochemical, FRET, single point, set 2. DNA repair protein RAD52 homolog (Homo sapiens), P43351. recombinant RAD52 DNA annealing, FRET fluorescence. inhibition, % at 18.7 µM. actives 0.46% (n = 360,000). AID 651710, 2012;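 active = every replicate showing at least 50% inhibition; inconclusive = mean inhibition at least 50% but not in every replicate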
PGC1a acetyl inh = inhibitors of PGC1a acetylation signal, primary screen, cell-based, U2OS, AlphaScreen, inhibitor mode | actives 0.17% (n = 350,000) | AlphaScreen anti-acetyl-lysine; with virally co-expressed GCN5 acetyltransferase | inhibition, % at 15.6 µM | AID 651687, 2012;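 active = every replicate shows inhibition of at least 40%; inconclusive = mean inhibition at least 40% but some replicate below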;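 also: 0% = neutral control wells and 100% = positive control wells; some results beyond the cut were filed as inactive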
Cneo AK release = Cryptococcus neoformans cell lysis inducers, primary screen, AK release luminescence, single concentration. C. neoformans lysis, adenylate kinase release luminescence, 4 h; normalised: neutral wells 0, clomiphene wells 100. lysis activity, % at 15 µM. actives 0.2% (n = 360,000);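 active = mean lysis activity across replicates of at least 80%, whatever share of replicates individually reach that level; inactive = mean lysis activity below 80%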
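Assay system: Cryptococcus neoformans yeast cells / Dosing: single-point compound dose / Timing: 4 h at 37 °C static, read 1 h later / Measured by: luminescence of released adenylate kinase using an AK detection reagent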
* marks the source's active call; other numbers are inactive results; ? = inconclusive; · = not tested or not shown; [ ] = another dose, or the depositor's remark.

SMILES	PglD DTNB	RAD54 branch	ERAP1 HTS inh	E-selectin induc	miR122 inh	RAD52 anneal inh	PGC1a acetyl inh	Cneo AK release
Cc1cccc(NS(=O)(=O)c2ccc(C3CCCCC3)cc2)n1	2	11	·	·	10	·	-10	2
O=C(O)CC(Cc1ccc(Cl)cc1)C(=O)Nc1ccccc1 (stereo not given)	7	-2	0	·	9	-7	0	0
C[C@H](CO)N1C[C@H](C)[C@H](CN(C)C(=O)c2cnccn2)Oc2ncc(C#Cc3ccccn3)cc2C1=O	-6	-4	5	-0.2	-1[16.7 µM]	-39	4	-2
Cc1noc(C)c1NC(=O)Nc1cccc2c1O[C@H](CN(C)S(C)(=O)=O)[C@H](C)CN([C@@H](C)CO)C2=O	-2	1	0	-1.2	-8[16.7 µM]	0	5	-2
COc1ccccc1C(=O)N/C(=C\c1ccccc1)C(=O)NCc1ccco1	0	-4	-1	·	10	-2	7	2
Cc1cc(C(=O)Nc2ccc(Br)cc2)cs1	-2	1	-3	-0.2	·	-7	·	0
CC(=O)C1(O)C(C)CC2C3CC(F)C4(O)CC(O)CCC4(C)C3CCC21C (stereo not given)	-11	-2	0	-0.2	-1	-6	-1	0
CC(C)Cn1cc(C(=O)NCCCOC(C)C)c2c3ccccc3n(C)c2c1=O	1	-4	·	·	-6	·	·	1
Cc1ccc(NC(=O)CN2CCOCC2)c(Br)c1	-3	-1	0	-1.5	·	-10	·	0
CNC(=O)C[C@H]1CC[C@H]2[C@H](COc3ccc(NC(=O)Nc4cc(C)cc(C)c4)cc3C(=O)N2C)O1	-1	-1	0	0.0	-1[16.7 µM]	-1	-4	0
C[C@@H]1CCCCO[C@@H](CN(C)CC2CCCCC2)[C@H](C)CN([C@@H](C)CO)C(=O)c2cc(NS(=O)(=O)c3ccc(F)cc3)ccc2O1	-1	17	-2	0.0	-14[16.7 µM]	36	-10	2
Cn1c(CSc2ccccc2)c(C#N)c2ccccc21	5	-10	·	·	0	·	-16	-1
CN1CCN(NC(=O)c2ccc(Br)c(S(=O)(=O)N3CCOCC3)c2)CC1	4	5	5	-2.6	-2	-4	3	-3
CC(C)N(C(C)C)S(=O)(=O)c1ccc(N2CCc3ccccc3C2)nc1	3	-4	0	·	9	-13	14	-1
Cc1ccc(N=Cc2c(O)n(-c3cc(Cl)ccc3N3CCOCC3)c(=O)c3ccccc23)cc1C	4	4	·	·	-5	·	15	2
COc1ccccc1S(=O)(=O)N[C@@H]1CC[C@H](CCNC(=O)C2CCCCC2)O[C@H]1CO	-1	-10	-4	-0.6	·	3	-2	2
Cc1ccc2nc(NC(=O)CN(C)S(=O)(=O)c3cccc4nsnc34)sc2c1	1	-13	·	·	-22	·	·	0
C[C@@H]1CN([C@@H](C)CO)C(=O)c2cc(NC(=O)CCN3CCOCC3)ccc2O[C@@H]1CN(C)Cc1ccc(C(=O)O)cc1	-1	9	6	·	10[16.7 µM]	1	5	95*
Cc1ccsc1C(=O)N(C)CC(=O)Nc1ccccc1Br	-1	-2	1	·	-9	14	·	-8
O=C(c1ccccn1)N1CC2(C1)[C@@H](c1ccccc1)[C@H](CO)N2C(=O)CC1CC1	·	·	1	0.1	·	-3	5	·
CCC(=O)c1cc2c(C)cc(=O)oc2c(C)c1O	9	4	·	·	·	·	-2	1
CN(C)CC#Cc1ccc([C@H]2[C@@H](CO)N3CCCCN(C(=O)C4CC4)C[C@@H]23)cc1	3	3	1	·	-25[16.7 µM]	6	-1	-2
CSc1nc(O)c(C2OC(=O)c3ccccc32)c(=O)[nH]1 (stereo not given)	3	-11	-1	·	4	-4	0	0
CCCC#Cc1ccc([C@@H]2[C@H]3CN(C(=O)Nc4cccc(F)c4)CC(=O)N3[C@H]2CO)cc1	·	·	1	0.5	·	22	-1	·
CCN(CC)CCC(c1cc(OC)c(OC)c(OC)c1)c1c(O)cc(OC)cc1OC (stereo not given)	2	-7	-4	-0.1	-1	-1	2	-1
CCOC(=O)C1=C(C)N=C2SC(C(=O)OC)=CC(=O)N2C1c1cccc(OC)c1 (stereo not given)	6	2	·	·	-1	·	?	-1
Cc1cccc(NC(=O)CSc2ccc(C(N)=O)cc2[N+](=O)[O-])c1C	1	6	-3	0.4	2	-10	·	2
CC[C@H]1CN2CCc3cc(OC)c(OC)cc3C2C[C@@H]1C[C@H]1NCCc2cc(OC)c(OC)cc21 (stereo not given in full)	1	15	-10	-0.3	-27	-1	·	2
CCN(CC)S(=O)(=O)c1cc(C(=O)Nc2ccc(Cl)cn2)ccc1C	-4	-3	·	·	7	·	-1	-6
CN(C)S(=O)(=O)N1CCN(C(=O)c2ccccc2)CC1	8	5	·	·	0	·	0	-3
COc1ccccc1OCC(=O)NCC1CCCCC1	1	0	·	·	-8	·	·	-2
C[C@H](NC(=O)C1CC(=O)N(c2ccc3c(c2)OCCO3)C1)C(=O)N1CCCCC1 (stereo not given in full)	1	1	-1	0.5	-2	0	·	0
O=C(COC(=O)Cc1cccc(C(F)(F)F)c1)Nc1ccc2c(c1)OCCO2	·	·	-5	·	-5	-22	-3	·
C[C@H]1CN([C@@H](C)CO)C(=O)CCCn2nncc2CO[C@H]1CN(C)S(=O)(=O)c1ccc(-c2ccccc2)cc1	-4	4	-1	0.0	-2[16.7 µM]	19	-7	0
Cc1nnc(Nc2ccc(C(=O)NCCO)cc2)c2ccccc12	-1	-9	·	·	5	·	·	14
O=c1c(=NNc2ccccc2Cl)c(=O)c2ccccc12	-3	2	-1	·	3	2	10	-1
COc1ccc(C(C)(NC(C)=O)c2nc(-c3ccncc3)cs2)cc1 (stereo not given)	2	-5	2	-0.1	-5	-17	-8	-2
COc1ccccc1CN1C(=O)[C@H]2Cc3c([nH]c4ccccc34)C(C)(C)N2C1=O	·	-2	0	1.0	·	-5	·	-1
COc1cccc(C(=O)OCC(=O)c2c[nH]c3ccccc23)c1O	7	3	1	0.2	·	-9	10	0
Cc1ccccc1C(=O)NC(CC(C)C)C(=O)N1CCN(c2ccccc2)CC1 (stereo not given)	2	0	-2	·	·	-9	·	-1
CS(=O)(=O)CCC(C(=O)O)N1C(=O)c2ccc(Oc3ccc(Cl)cc3)cc2C1=O (stereo not given)	10	6	-1	·	-2	-10	1	1
COc1ccc(N2C(=NC(=O)CCC3CCCC3)SC3CS(=O)(=O)CC32)cc1 (stereo not given)	-1	-6	-2	1.8	-3	-10	4	0
CCOC(=O)C1CCN(CC(=O)Nc2cc(S(=O)(=O)N3CCOCC3)ccc2C)CC1	-4	2	-1	4.6	-3	0	-2	5
CC(O)(c1ccc(F)c(F)c1)c1nc(/C=C/c2ccccc2)cs1 (stereo not given)	-2	5	10	-0.1	-4	-8	-9	-4
COc1ccc(NC(=O)N(C)C[C@@H]2OCCCC[C@H](C)Oc3ccc(NC(=O)CCC(F)(F)F)cc3C(=O)N([C@H](C)CO)C[C@@H]2C)cc1	2	7	2	0.0	8[16.7 µM]	2	-7	52
CCCOc1ccc(-c2nnc(N)s2)cc1	-13	-2	·	·	2	·	9	-6
C[C@H](CO)N1C[C@H](C)[C@@H](CN(C)Cc2ccc(C(F)(F)F)cc2)Oc2ccc(NC(=O)Nc3cccc4ccccc34)cc2C1=O	-1	4	2	0.5	0[16.7 µM]	-6	-3	1
Cc1ccccc1OCCNCC(C)O (stereo not given)	·	·	-2	0.9	·	2	5	·
Cc1ccc(S(=O)(=O)Nc2ccc3c(c2)C(=O)N([C@@H](C)CO)C[C@@H](C)[C@H](CN(C)C(=O)Nc2c(C)noc2C)OCCCC[C@@H](C)O3)cc1	1	-5	2	·	-1[16.7 µM]	0	0	0
COC(=O)C[C@H]1CC[C@H]2[C@@H](COc3ccc(NC(=O)c4ccccc4)cc3C(=O)N2C)O1	·	·	0	0.1	·	-4	-11	·
CCC(=O)Nc1ccc2c(c1)OC[C@@H](C)N(C(=O)Cc1cccnc1)C[C@@H](C)[C@@H](OC)CN(C)C2=O	1	-9	1	-0.2	·	-9	-1	8
Cc1coc2c(C)c3oc(=O)c(CCC(=O)N[C@H](C(=O)O)C(C)C)c(C)c3cc12	-2	-12	6	0.0	-7	-6	2	1
C=CCNC(=O)/C=C/c1cccs1	·	·	-6	-0.5	-1	-12	-1	·
CCc1cnc(N2[C@@H](C#N)[C@H](c3ccc(C#CCC4CCCC4)cc3)[C@@H]2CO)s1	7	-2	-1	0.1	·	-55	-20	2
CCCCC(C(=O)OCC(=O)c1ccc(OC)cc1)N1C(=O)c2ccccc2C1=O (stereo not given)	5	-6	1	·	-4	-2	-10	3
CS/C(N)=N/N=C/c1c(O)ccc2ccccc12	·	·	1	-0.4	·	-21	-13	·
Nn1c(SCC(=O)Nc2ccc3c(c2)OCO3)nnc1-c1cccc(Cl)c1	7	-12	-6	·	-13	-7	-5	·
Cc1ccc(C)c(SCC(=O)NCc2ccco2)c1	-5	-2	·	·	-4	·	-5	1
Cc1c(NC(=O)CN2CCN(C(=O)c3ccco3)CC2)c(=O)n(-c2ccccc2)n1C	-9	-5	·	·	-5	·	-7	1
O=C(C[C@H]1CC[C@H](NC(=O)Nc2cc(F)ccc2F)[C@@H](CO)O1)NCc1ccncn1	2	3	-4	0.1	·	1	1	4
O=C(CC(=O)Nc1ccccc1C(=O)O)NNC(=O)Cc1ccccc1	2	-12	-1	·	3	-9	-11	-7
COCC(=O)Nc1ccc2c(c1)[C@H]1C[C@@H](CC(=O)NCc3ccc4c(c3)OCO4)O[C@H](CO)[C@H]1O2	-3	-3	3	-0.1	-1[16.7 µM]	-9	-3	-5
C[C@@H]1CN([C@@H](C)CO)C(=O)c2cccc(NS(=O)(=O)c3ccccc3)c2O[C@@H]1CN(C)Cc1ccc(C(F)(F)F)cc1	-2	-3	0	0.0	13[16.7 µM]	14	-5	6

Three compounds already listed, sorted by the number in PGC1a acetyl inh, rising:
compound,PGC1a acetyl inh
Cc1c(NC(=O)CN2CCN(C(=O)c3ccco3)CC2)c(=O)n(-c2ccccc2)n1C,-7
Cc1ccc(S(=O)(=O)Nc2ccc3c(c2)C(=O)N([C@@H](C)CO)C[C@@H](C)[C@H](CN(C)C(=O)Nc2c(C)noc2C)OCCCC[C@@H](C)O3)cc1,0
COc1ccc(N2C(=NC(=O)CCC3CCCC3)SC3CS(=O)(=O)CC32)cc1 (stereo not given),4

Already shown: an excerpt of the list.
SMILES	PglD DTNB	RAD54 branch	ERAP1 HTS inh	E-selectin induc	miR122 inh	RAD52 anneal inh	PGC1a acetyl inh	Cneo AK release
Cc1cccc(NS(=O)(=O)c2ccc(C3CCCCC3)cc2)n1	2	11	·	·	10	·	-10	2
O=C(O)CC(Cc1ccc(Cl)cc1)C(=O)Nc1ccccc1 (stereo not given)	7	-2	0	·	9	-7	0	0
C[C@H](CO)N1C[C@H](C)[C@H](CN(C)C(=O)c2cnccn2)Oc2ncc(C#Cc3ccccn3)cc2C1=O	-6	-4	5	-0.2	-1[16.7 µM]	-39	4	-2
Cc1noc(C)c1NC(=O)Nc1cccc2c1O[C@H](CN(C)S(C)(=O)=O)[C@H](C)CN([C@@H](C)CO)C2=O	-2	1	0	-1.2	-8[16.7 µM]	0	5	-2
COc1ccccc1C(=O)N/C(=C\c1ccccc1)C(=O)NCc1ccco1	0	-4	-1	·	10	-2	7	2
